Source: PubChem BioAssay
NSD2 HMT inh: NSD2 (human) methyltransferase inhibition | O96028 | NSD2 peptide methylation, AlphaScreen, 120 min | inhibition, % at 12.5 µM | 310,000 tested, 0.54% active | AID 743445; in the data active = inhibition above about 50%
CAL PDZ FP-1: human CAL PDZ-peptide interaction inhibition; Q9HD26; 330,000 tested, 0.02% active; AID 504414; purified CAL PDZ, TMR-peptide fluorescence polarization, 1 h; inhibition, % at 20 µM;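 active = highest replicate inhibition of at least 40%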;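 note: plate controls were DMSO neutral control wells for no effect and unlabeled competitor peptide control wells for full effect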
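Assay system – tagged CAL PDZ protein CerCALP, purified · Timing – 1 h at RT · Compound – single point, 20 µM · Measured by – fluorescence polarization from S- and P-plane intensities, G-factor corrected · Evaluation – inhibition from polarization loss · Probe or stimulus – TMR reporter peptide T*-PRC34 · Buffer or medium – pH 7.4 phosphate-saline buffer, reducing agent, detergent, IgG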
SR-BI HDL uptake: mouse SR-BI HDL lipid transfer inhibition; 320,000 tested, 0.96% active; Q61009; ldlA[mSR-BI] CHO cells, DiI-HDL uptake fluorescence, 3 h; inhibition, % at 12.5 µM;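 active = mean replicate inhibition of at least 70% and a set share of replicates each scoring 70 or more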;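 note: 0% = median of neutral control wells and 100% = median of positive control wells; values of inactives mirror those of a sister screen read the other way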
PvdQ acylase: blocks Pseudomonas aeruginosa PvdQ acylase activity; purified PvdQ acylase, fluorescence plate reader; inhibition, % at 10 µM; 340,000 tested, 0.063% active; AID 488965; in the data active = inhibition above about 30%, passing the limit was not always enough;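 note: 0% = vehicle neutral wells and 100% = reference inhibitor wells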
dFosB activator: mouse delta FosB homodimer activation; P13346; purified delta FosB, TAMRA-CDK5 oligo fluorescence polarization; percent of positive-control signal above neutral wells; 340,000 tested, 0.99% active; activation, % at 25 µM;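 active = mean activation above about 17%, with every replicate also reaching it, limit read from the data, passing the limit was not always enough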;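 note: fluorescence polarization rise as delta FosB binds a TAMRA Cdk5 AP-1 oligo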
Target sequence (P13346 whole entry, looked up): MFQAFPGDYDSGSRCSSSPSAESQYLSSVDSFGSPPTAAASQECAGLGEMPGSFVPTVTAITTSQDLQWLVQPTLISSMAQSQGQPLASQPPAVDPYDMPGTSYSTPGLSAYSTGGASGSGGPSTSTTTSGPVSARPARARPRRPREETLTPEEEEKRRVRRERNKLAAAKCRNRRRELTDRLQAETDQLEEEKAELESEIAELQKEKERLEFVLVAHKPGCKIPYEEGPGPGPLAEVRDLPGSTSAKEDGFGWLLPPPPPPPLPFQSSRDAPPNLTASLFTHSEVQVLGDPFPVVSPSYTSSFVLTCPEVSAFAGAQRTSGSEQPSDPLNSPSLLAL
CAL PDZ FP-2: inhibitors of human CAL PDZ peptide binding. Q9HD26. purified CAL PDZ, TMR-peptide fluorescence polarization, 1 h. inhibition, % at 24.9 µM. 300,000 tested, 0.92% active. AID 602252;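 active = mean inhibition of at least 30% with at least half of replicates also reaching 30%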;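 note: 0% = DMSO neutral control and 100% = excess unlabeled competitor peptide PRC23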
Rtt109 HAT inh: blocks Candida albicans Rtt109/Vps75 acetyltransferase activity; Q5AAJ8; 330,000 tested, 0.16% active; AID 540336; purified Rtt109/Vps75, ThioGlo CoA-SH fluorescence, 4 h; inhibition, % at 34.9 µM;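 active = inhibition of at least 50% in every replicate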
Target sequence (Q5AAJ8 whole entry, looked up): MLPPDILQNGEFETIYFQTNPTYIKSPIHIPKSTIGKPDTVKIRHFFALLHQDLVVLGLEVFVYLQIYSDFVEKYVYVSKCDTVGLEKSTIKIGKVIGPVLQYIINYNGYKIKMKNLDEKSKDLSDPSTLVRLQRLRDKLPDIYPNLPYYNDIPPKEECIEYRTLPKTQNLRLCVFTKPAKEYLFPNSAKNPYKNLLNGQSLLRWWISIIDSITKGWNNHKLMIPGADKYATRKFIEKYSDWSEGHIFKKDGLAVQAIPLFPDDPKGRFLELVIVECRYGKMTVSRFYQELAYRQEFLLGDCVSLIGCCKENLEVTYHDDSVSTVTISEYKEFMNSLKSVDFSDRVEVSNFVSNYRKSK
PfHsp90 yeast 2: growth inhibition of yeast expressing Plasmodium Hsp90 | 310,000 tested, 0.32% active | S. cerevisiae expressing PfHsp90, BacTiter-Glo ATP, 48 h; yeast lacking PDR1 and PDR3 efflux regulators | inhibition, % at 9.4 µM;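 active = every replicate shows inhibition above about 80%, whatever the replicate mean, limit read from the data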;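 note: 0% = DMSO neutral controls and 100% = 20 µM radicicol positive controls; yeast relying on Plasmodium falciparum Hsp90 in place of its own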
MITF TRPM1 HTS: MITF TRPM1 promoter activation in melanoma cells; activation, % at 12.5 µM; 300,000 tested, 0.75% active; SK-MEL-5 TRPM1-promoter luciferase, 24 h; % of positive control, neutral wells = 0; AID 588334;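 active = mean activation of at least 80% with every replicate also reaching 80%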;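 note: 0% = neutral control wells and 100% = parthenolide positive control wells; values of inactives mirror those of a sister screen read the other way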
SR-BI DiI-HDL act: activators of SR-BI mediated HDL lipid uptake; CHO ldlA[mSR-BI] cells, DiI-HDL uptake fluorescence, 3 h; 100 = double the neutral-control signal; activation, % at 12.5 µM; 320,000 tested, 0.096% active; AID 504775;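 active = mean replicate activation of at least 60% and every replicate at or above 60%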;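 note: 0% = median plate neutral-control signal and 100% = twice that signal; values of inactives mirror those of a sister screen read the other way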
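material = CHO ldlA[mSR-BI] cells | medium = Ham's F12 with 0.5% BSA, HEPES 25 mM, pH 7.4 | reagent = fluorescent DiI-HDL, 10 µg/mL final | compound dosing = single-point compound dose | incubation = 3 h, 37 °C | measured by = bottom-read fluorescence, 550/595 nm | measure = HDL uptake via cellular fluorescence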
Active calls of the source: *; . = no result given.

Structure,dFosB activator,CAL PDZ FP-2,CAL PDZ FP-1,MITF TRPM1 HTS,PvdQ acylase,PfHsp90 yeast 2,Rtt109 HAT inh,SR-BI HDL uptake,NSD2 HMT inh,SR-BI DiI-HDL act
COc1ccc(C)cc1S(=O)(=O)NCCC1=CCCCC1,3,-1,-0.9,9,-12,14,1,0,0,0
CC1CC1C(=O)OCC(=O)NCc1ccc(Cl)cc1Cl (stereo unspecified),-5,-3,0.2,0,3,-4,12,-27,-3,27
Cc1ccc(NC(=O)COC(=O)C2CC2)c(Br)c1,1,-2,-0.6,0,-7,-12,-11,6,-2,-6
Cc1ccc(NC(=O)CO/N=C(\N)c2nonc2N)cc1,-10,-4,-0.5,19,-14,37,2,.,.,.
C=CCn1c(C(CCCC)CC(C)O)n[nH]c1=S (stereo unspecified),2,-1,-1.0,2,-9,-13,4,-16,27,16
CC(=O)C1=C(O)C(=O)N(CCN2CCOCC2)C1c1ccccc1 (stereo unspecified),-8,-4,-1.7,0,-6,-18,-1,-4,0,4
NC(=NCCc1ccc(Cl)cc1)NS(=O)(=O)c1ccccc1,2,.,-0.3,-6,-10,21,0,-7,-11,7
O=C(Nc1ccc2[nH]c3c(c2c1)CCCC3)c1ccco1,-3,2,-0.7,24,10,4,6,20,8,-20
Cc1ccc(S(=O)(=O)Nc2nc3ccccc3nc2NCC2CCCO2)c(C)c1 (stereo unspecified),-6,-5,-3.0,-4,-5,-5,6,.,.,.
COc1cc(/C=N/NC(=O)c2ccc(Cn3cc([N+](=O)[O-])cn3)o2)cc(Br)c1O,-4,-7,-0.9,-9,-6,11,13,22,4,-22
CC(C(=O)NCC1CCCCC1)N1CCN(S(=O)(=O)/C=C/c2ccccc2)CC1 (stereo unspecified),-7,-3,-2.3,9,-7,-4,-13,4,-1,-4
CCOc1ncccc1C(=O)Nc1cccc(Cl)c1Cl,0,0,-2.5,-3,-11,14,.,-2,-4,2
COCCCNC(=O)CNC(=S)N(Cc1cc(OC)c(OC)c(OC)c1)C1CCCC1,-8,-1,-3.1,2,-6,-12,-11,-12,3,12
C/C(=N\NC(=O)COc1ccccc1)c1cccs1,-2,-4,-1.4,38,-1,25,2,-22,2,22
COc1ccc(N=CC2=C(O)c3ccccc3C2=O)c(OC)c1,-2,.,0.9,.,-2,16,3,32,1,-32
O=C1NC(c2cccc(Cl)c2)Nc2ccccc21 (stereo unspecified),1,-3,-0.3,-14,-13,15,2,-18,1,18
O=C(Cc1ccccc1F)Nc1ccc(Cl)nc1,-1,-1,-1.2,.,-14,-10,4,-3,-2,3
CCN1C(=NCc2ccco2)N[C@@H](c2cccc(F)c2)C(C(=O)OC)=C1C,-5,-2,-0.1,8,-15,-3,-5,10,.,-10
O=C(COC(=O)c1cncc(Br)c1)NC1CC1,-3,.,-0.2,-8,7,.,10,-26,18,26
CCOC(=O)Cc1csc(NC(=O)CSc2nc3sc(C(=O)O)c(C)c3c(=O)[nH]2)n1,2,.,-3.0,-5,-8,13,-4,44,2,-44
CCC1CN(S(=O)(=O)c2ccc3c(c2)NC(=O)CC(=O)N3)c2cc(Cl)ccc2O1 (stereo unspecified),2,-2,-0.1,-10,-1,18,-7,10,.,-10
OCCNCc1ccc(OC2CCCC2)cc1,0,.,0.0,-9,-11,.,-9,-3,-2,3
Cc1ccc(CNc2nc(N)c([N+](=O)[O-])c(Nc3cccc(F)c3)n2)cc1,-3,-2,-0.5,.,-9,.,5,-5,0,5
CC1NC(C)(C)Cc2c1ccc1ccccc21 (stereo unspecified),0,3,0.0,-1,-1,4,0,-9,4,9
CC(C)(C)NC(=O)CSc1ncnc2c1cnn2-c1ccccc1,-5,-2,-1.0,.,-6,30,-5,-2,-5,2
O=C1CSc2ccccc2N1Cc1ccccc1F,0,.,0.1,-3,-9,-1,-5,-6,2,6
Cc1[nH]c2ccc(Br)cc2c(=S)c1C/C=C/Cl,-2,0,-3.2,-15,9,5,32,.,8,.
Cc1ccc(C(=O)NCC(=O)NCC(=O)OCC(=O)c2ccc([N+](=O)[O-])cc2)cc1,-1,-3,-2.4,.,-10,-5,7,-1,-1,1
Cc1ccc(-c2nc(C3CCN(S(=O)(=O)c4ccc(C(F)(F)F)cc4)CC3)no2)cc1,-12,0,-1.1,-5,0,0,-2,-4,.,4
COc1ccc(CC(=O)Nc2ccc(C(=O)NC(C)(C)C)cc2)cc1OC,-8,-1,-0.4,2,1,.,11,13,3,-13

Fetched by compound from above, 2 records:
Structure,dFosB activator,CAL PDZ FP-2,CAL PDZ FP-1,MITF TRPM1 HTS,PvdQ acylase,PfHsp90 yeast 2,Rtt109 HAT inh,SR-BI HDL uptake,NSD2 HMT inh,SR-BI DiI-HDL act
NC(=NCCc1ccc(Cl)cc1)NS(=O)(=O)c1ccccc1,2,.,-0.3,-6,-10,21,0,-7,-11,7
CC(=O)C1=C(O)C(=O)N(CCN2CCOCC2)C1c1ccccc1 (stereo unspecified),-8,-4,-1.7,0,-6,-18,-1,-4,0,4

The list goes on.
Structure,dFosB activator,CAL PDZ FP-2,CAL PDZ FP-1,MITF TRPM1 HTS,PvdQ acylase,PfHsp90 yeast 2,Rtt109 HAT inh,SR-BI HDL uptake,NSD2 HMT inh,SR-BI DiI-HDL act
O=C(O)/C=C/C(=O)NNC(=O)c1ccc(Cl)cc1Cl,-5,1,-1.1,3,5,9,-10,-14,-4,14
CC1(C)CC(=O)C/C(=N\NC(=O)C2C3CCCCC32)C1 (stereo unspecified),1,-3,-2.0,13,-9,-6,-3,4,0,-4
S=C(NC1CCCC1)NN1CCOCC1,-4,-3,-2.0,5,-5,9,0,12,-1,-12
Cc1nn(C/C(C#N)=N\O)c(C)[n+]1N,3,2,-0.7,.,4,.,0,4,0,-4
CCOC(=O)c1c(C)[nH]c(C)c1C(=O)COC(=O)/C=C/c1ccco1,-14,-11,-4.2,8,-3,0,-8,-10,-2,10
CCCn1c(CNc2ccccc2O)nc2ccccc21,-3,.,-0.7,-25,-18,-56,3,0,4,0
CCN(CC)S(=O)(=O)c1cc(NC(=O)C2CSC3(C)CCC(=O)N23)ccc1C (stereo unspecified),2,-3,0.1,-8,-9,28,0,19,-1,-19
COc1ccccc1C(C)NC(=O)CN(C)CC(=O)Nc1c(C)cccc1C (stereo unspecified),-13,-4,-1.1,-3,-6,-21,5,-19,-1,19
COC(=O)c1ccccc1NC(=S)N1CCOCC1,3,.,-0.1,-9,5,18,2,-1,5,1
CCN(CC)S(=O)(=O)c1ccc(NC(=O)CO/N=C(\N)c2ccccc2)cc1,-8,-9,-2.5,-25,-7,.,-3,0,2,0
CCc1ccc(CN(C)CC(=O)Nc2ccc3c(c2)CCC3)cc1,-8,0,-2.2,-30,-14,-8,.,-41,-1,41
Cn1c(=O)c(=O)n(C)c2cc(S(=O)(=O)N3CCN(c4cccc(C(F)(F)F)c4)CC3)ccc21,-1,-2,0.0,-12,-12,1,0,-15,.,15
CN1C=CC2=C(C#N)C(N)C(C#N)(C#N)[C@H](c3ccccc3)[C@H]2C1 (stereo partly specified),-1,1,0.5,3,1,-12,-5,-26,.,26
Cc1ccc(C(=O)C[n+]2ccc3ccccc3c2)cc1,-4,3,-5.2,0,-7,12,-4,-22,9,22
Fc1cc2[nH]c(=S)[nH]c2c(Br)c1N1CCSCC1,-7,-1,0.2,-13,-14,-31,1,-1,1,1
O=C(/C=C/Nc1ccccc1C(=O)O)c1cccs1,-2,-1,-0.6,21,-9,-1,10,-29,-3,29
CC(C)(c1ccccc1)c1ccc(OCCCNCCO)cc1,-9,-2,-2.3,-53,-5,-8,21,-18,1,18
O=C(NCc1ccco1)c1cc(S(=O)(=O)N2CCOCC2)c(Cl)cc1Cl,-4,-1,0.8,-4,-7,.,-7,7,1,-7
COC(=O)CSc1nnc(CNc2ccc(OC)cc2)n1C,-3,2,-3.3,1,-9,-114,16,-12,-12,12
Cc1ccccc1OCC(=O)NNC(=O)Nc1ccc(Cl)cc1,14,0,0.7,-31,-11,13,9,3,1,-3
O=C(Nc1ccc(Cl)cc1)[C@@H]1[C@@H]2C(=O)N(c3ccc(Cl)cc3)C(=O)[C@@H]2[C@H]2C=CC=NN21,-9,-4,.,.,-11,.,-3,41,-3,-41
Cc1cc(C)cc(N(C(=O)c2sc(C)nc2C)C(C(=O)NCc2ccco2)c2ccccc2)c1 (stereo unspecified),-19,-4,0.2,-4,-9,-6,-3,-18,8,18
CCOc1ccc(C(=O)NCCNC(=O)c2ccc(OCC)cc2)cc1,-2,1,-0.3,.,-14,10,-8,-21,-5,21
CCn1cc(C(=O)OCC(=O)Nc2cccc(Cl)c2Cl)c(=O)c2ccc(C)nc21,-8,7,-1.2,-2,-5,-28,-10,-6,0,6
O=C(CCC1COc2ccccc2O1)NCc1ccco1 (stereo unspecified),5,-5,-0.2,2,2,-4,-3,-10,0,10
CCOc1ccccc1CNC(=O)c1nn(CC)cc1[N+](=O)[O-],4,-1,-0.8,4,6,16,-6,18,-3,-18
CC(=O)Nc1ccc(NC(=O)CC2CCCC2)cc1,4,-5,-2.5,.,-12,-22,3,.,0,.
CCCCCCNC(=O)c1cn(CC)c2cc(N3CCN(C)CC3)c(F)cc2c1=O,-17,-2,-2.2,.,-8,-8,3,-7,1,7
CCCn1c(CN2CCN(C(=O)OCC)CC2)nc2c1c(=O)n(C)c(=O)n2C,-9,-8,-0.8,.,-10,22,-3,-21,.,21
CC(=O)NC(=O)COC(=O)c1ccc2ncsc2c1,0,.,-1.8,12,-6,-8,-3,-28,-2,28
Cc1ccc(-c2cc(C(=O)NC3CCN(Cc4ccccc4)CC3)c3ccccc3n2)cc1,-4,-1,-0.8,-1,7,-2,2,65,-2,-65
Fc1ccccc1CSc1nnnn1-c1ccc2c(c1)OCO2,2,-5,-1.5,11,-23,-46,-2,-4,4,4
CC(C(=O)NCc1cccnc1)c1ccc([N+](=O)[O-])cc1 (stereo unspecified),4,7,0.3,.,-9,-6,3,-36,-5,36
O=C1c2ccccc2C(=O)N1/N=C/c1ccc(Oc2ccc([N+](=O)[O-])cn2)cc1,0,-3,0.2,7,17,-14,2,50,-2,2
CCNC(=O)NC(=O)C(C)Sc1nc2ccccc2n1CC(C)C (stereo unspecified),1,-2,-1.2,-7,13,-10,2,15,-1,-15
Cc1ccccc1-n1c(SCC(N)=O)nc2sc(-c3ccccc3)cc2c1=O,6,-4,-4.1,3,-10,3,-1,-3,-2,3
Nc1nc(SCC(=O)Nc2ccc(S(N)(=O)=O)cc2)n[nH]1,-5,.,-1.2,6,-19,0,1,-10,0,10
O=C(Cn1ncc(N2CCCC2)c(Br)c1=O)c1ccc(Cl)cc1,-3,-4,-2.8,50,0,23,4,3,3,-3
